High-throughput results (PubChem)
STAT3 act = STAT3 signaling activation | activation (% of control), % at 5.6 µM | 0.91% of 190,000 active | U3A cells, IL-6 STAT3-luciferase reporter, luminescence; 100% = signal with IL-6 EC80 alone;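 active means activation above the screen-wide mean of compound activation plus 3 SD, cut at about 130% in these data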;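 further: 0% = background luminescence of wells with medium and substrate only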
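Material: human STAT1-deficient U3A cells with stable STAT3-luciferase reporter / Probe or stimulus: IL-6 stimulus at 33 ng/mL final / Schedule: 1 h compound pre-exposure, 6 h IL-6 stimulation, 37 °C / Technique: luminescence / Read-out basis: percent of IL-6-only median luminescence / Control set: IL-6-only high control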
Diaphorase act = activates diaphorase or chemically reduces, flagging diaphorase assay artifacts; Diaphorase/resazurin coupled assay, resorufin fluorescence, 16 min; active compounds read high; 1 = vehicle wells, 0 = NADH-free wells; activation factor at 20 µM; 0.005% of 190,000 active; AID 1229;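 active means diaphorase activity raised at least twofold by the compound at 20 µM; inactive means activation factor below 2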
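Test system: Clostridium kluyveri diaphorase, purified enzyme; input: enzyme 0.07 U/mL final; buffer or medium: 50 mM HEPES pH 7.4 with 4.542 mM MgCl2, 0.005% Tween 20; also added: 0.114 mM NADH and 0.1 mM resazurin, final amounts; schedule: 16 min enzyme reaction, ambient temperature; technique: fluorescence of resorufin, 544 nm excitation, 590 nm emission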
Hsp70 activator = switches on Hsp70 transcription | HeLa Hsp70 promoter luciferase reporter, luminescence; scaled: vehicle 0, proteasome-inhibitor control 100% | activation, % at 10 µM | 0.04% of 200,000 active;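 active means activation above the mean across all tested compounds plus 3 SD, cutoff set per campaign, cut at about 5.5% in these data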;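 further: 100% = MG132 at 30 µM as the positive control and 0% = DMSO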
Diaphorase inh = diaphorase inhibition or chemical oxidation counter-screen. diaphorase resazurin-to-resorufin fluorescence, NADH, 16 min; bacterial (C. kluyveri) enzyme, not human. 0.69% of 190,000 active. inhibition, % at 20 µM;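 active means primary screen inhibition at 20 µM above a set limit, cut at about 50% in these data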;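 further: plate controls were DMSO with full reaction for no effect and wells lacking NADH for full effect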
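Assay system – diaphorase enzyme from Clostridium kluyveri · Amount – diaphorase 0.14 U/mL (working solution) · Times – reaction incubation of 16 min at room temperature · Controls – No-NADH positive control and DMSO neutral control · Signal – resorufin fluorescence 544/590 nm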
TLR4-MyD88 BLA = inhibitors of human TLR4-MyD88 binding. O00206+Q99836. HeLa CL3-4 TLR4/MyD88 BLA complementation, FRET ratio. inhibition, % at 8.4 µM. 0.18% of 200,000 active. AID 861; in the data active means inhibition above about 25%;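 further: 0% = vehicle and 100% = reference inhibitor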
Target sequence (O00206 whole entry, looked up): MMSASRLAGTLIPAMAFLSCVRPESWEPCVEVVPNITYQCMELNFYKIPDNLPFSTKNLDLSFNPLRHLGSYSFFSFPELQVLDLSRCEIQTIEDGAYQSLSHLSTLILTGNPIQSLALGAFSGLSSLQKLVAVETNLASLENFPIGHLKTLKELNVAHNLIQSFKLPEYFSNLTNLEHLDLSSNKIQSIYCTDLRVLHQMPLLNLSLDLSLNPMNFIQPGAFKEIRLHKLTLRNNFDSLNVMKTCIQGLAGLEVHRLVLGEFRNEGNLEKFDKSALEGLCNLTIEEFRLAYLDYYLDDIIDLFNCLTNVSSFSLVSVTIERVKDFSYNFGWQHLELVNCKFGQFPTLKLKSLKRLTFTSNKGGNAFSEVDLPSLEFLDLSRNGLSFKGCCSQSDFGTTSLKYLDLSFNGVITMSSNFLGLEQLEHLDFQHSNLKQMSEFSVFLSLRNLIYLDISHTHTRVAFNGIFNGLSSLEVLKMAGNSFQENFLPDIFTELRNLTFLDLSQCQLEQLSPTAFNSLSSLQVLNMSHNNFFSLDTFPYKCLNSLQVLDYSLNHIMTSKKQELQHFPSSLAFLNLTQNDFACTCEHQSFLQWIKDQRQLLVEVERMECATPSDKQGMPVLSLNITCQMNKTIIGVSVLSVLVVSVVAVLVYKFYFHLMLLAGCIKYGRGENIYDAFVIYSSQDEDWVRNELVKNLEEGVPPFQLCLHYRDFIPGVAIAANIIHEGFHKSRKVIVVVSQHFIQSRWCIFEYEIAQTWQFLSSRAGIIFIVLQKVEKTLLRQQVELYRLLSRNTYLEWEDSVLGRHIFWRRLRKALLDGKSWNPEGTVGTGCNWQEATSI
Target sequence (Q99836 whole entry, looked up): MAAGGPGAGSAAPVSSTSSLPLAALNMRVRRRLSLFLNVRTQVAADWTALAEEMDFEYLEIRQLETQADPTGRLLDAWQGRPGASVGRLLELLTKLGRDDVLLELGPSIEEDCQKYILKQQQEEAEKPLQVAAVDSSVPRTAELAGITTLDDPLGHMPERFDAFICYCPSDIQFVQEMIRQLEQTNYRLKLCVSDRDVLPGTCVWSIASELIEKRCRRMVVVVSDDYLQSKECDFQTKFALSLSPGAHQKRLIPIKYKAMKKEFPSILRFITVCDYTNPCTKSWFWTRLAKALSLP
STAT1 inh = inhibitors of IFN-gamma induced STAT1 signaling; NIH 3T3 STAT1-luciferase reporter, luminescence; inhibition, % at 5.5 µM; 0.35% of 200,000 active;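 active means inhibition above a set limit, the mean inhibition across all tested compounds plus 3 SD, cut at about 34% in these data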;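 further: 0% = IFN-gamma with DMSO and 100% = IFN-gamma with 300 µM nifuroxazide; values of inactives mirror those of a sister screen read the other way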
APP transl inh = APP translation inhibition; SH-SY5Y APP 5'UTR-luciferase reporter, luminescence; inhibition, % at 2 µM; 0.82% of 190,000 active; AID 1285;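 active means inhibition above a set limit, derived from the sample mean plus 3 SD, cut at about 45% in these data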; further: values of inactives mirror those of a sister screen read the other way
STAT3 inh = STAT3 signaling inhibition. U3A cells, IL-6 STAT3-luciferase reporter, luminescence; host cell line lacks STAT1. inhibition, % at 5.5 µM. 0.89% of 190,000 active. AID 862;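 active means inhibition above the mean inhibition across all screened compounds plus 3 SD, cut at about 44% in these data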;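 further: 0% = DMSO only wells and 100% = 100 µM nifuroxazide control wells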
G6PDH counter = inhibits Leuconostoc G6PDH, flagging false hits in G6PDH-based assays; inhibition, % at 5 µM; Purified L. mesenteroides G6PDH, diaphorase/resazurin coupled fluorescence, 45 min; 0.12% of 200,000 active; in the data active means inhibition above about 50%
STAT1 act = increases IFN-gamma driven STAT1 reporter signal. 2.6% of 200,000 active. activation (% of control), % at 5.5 µM. NIH 3T3 STAT1-luciferase reporter, luminescence; 100% = IFN-gamma alone, no compound;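 active means activation above the screen-wide mean activation plus 3 SD, cut at about 130% in these data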;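 further: raw ratio to IFN-gamma control signal so 100% means no change and 0% no light; values of inactives mirror those of a sister screen read the other way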
Numbers without * were called inactive.

Results for NC(=O)C1(c2ccccc2)CCCN1C(=O)c1ccc(Br)cc1 (centres undefined) ?
STAT3 act: 105; Diaphorase act: 1; Hsp70 activator: 0.2; Diaphorase inh: 2; TLR4-MyD88 BLA: -18; STAT1 inh: -3; APP transl inh: -35; STAT3 inh: 2; G6PDH counter: -2; STAT1 act: 102

How did O=C(CCCSc1nc2ccccc2c(=O)[nH]1)c1ccc(F)cc1 do in these assays?
STAT3 act: 96; Diaphorase act: 0.8; Hsp70 activator: -0.1; Diaphorase inh: 16; TLR4-MyD88 BLA: 6; STAT1 inh: 0; APP transl inh: -2; STAT3 inh: 6; G6PDH counter: 2; STAT1 act: 98

Results for CS(=O)c1ccccc1O (centres undefined) ?
STAT3 act: 107; Diaphorase act: 0.9; Hsp70 activator: -0.3; Diaphorase inh: 9; TLR4-MyD88 BLA: -17; STAT1 inh: -6; APP transl inh: -12; STAT3 inh: -6; G6PDH counter: -1; STAT1 act: 105

What do the screens show for `O=C(NCc1ccc(F)cc1)N[C@@H](Cc1ccccc1)C(=O)O`?
STAT3 act: 102; Diaphorase act: 1; Hsp70 activator: -0.1; Diaphorase inh: 2; TLR4-MyD88 BLA: -2; STAT1 inh: -8; APP transl inh: 8; STAT3 inh: 4; G6PDH counter: 18; STAT1 act: 109

What do the screens show for `NCCCC[C@H](N)c1nnc([C@H](CC(=O)O)NC(=O)C2CCNCC2)o1`?
Diaphorase act: 1; Hsp70 activator: -0.1; Diaphorase inh: -4; TLR4-MyD88 BLA: 7; STAT1 inh: 3; APP transl inh: -7; G6PDH counter: 2; STAT1 act: 98

How did NC(CCC(=O)O)C12CC3CC(CC(C3)C1)C2 (centres undefined) do in these assays?
STAT3 act: 95; Diaphorase act: 1.1; Hsp70 activator: -0.1; Diaphorase inh: -9; TLR4-MyD88 BLA: -19; STAT1 inh: 1; APP transl inh: -6; STAT3 inh: 14; G6PDH counter: 4; STAT1 act: 99

What do the screens show for `CC(=O)Nc1ccccc1Nc1cc(C#N)c(C#N)cc1[N+](=O)[O-]`?
STAT3 act: 103; Diaphorase act: 1; Hsp70 activator: 0.1; Diaphorase inh: -1; TLR4-MyD88 BLA: 9; STAT1 inh: -4; APP transl inh: 10; STAT3 inh: 6; G6PDH counter: 12; STAT1 act: 100

How did CCn1c(SCC(=O)Nc2cc(C)on2)nnc1-c1ccc(S(=O)(=O)N2CCCC2)cc1 do in these assays?
STAT3 act: 96; Diaphorase act: 0.8; Hsp70 activator: -0.3; Diaphorase inh: 17; TLR4-MyD88 BLA: -1; STAT1 inh: 5; APP transl inh: -6; STAT3 inh: 7; G6PDH counter: 1; STAT1 act: 96

Results for CNc1ccc(Br)cc(C(=O)/C=C/c2cccc(OC)c2OC)c1=O ?
STAT3 act: 98; Diaphorase act: 0.4; Hsp70 activator: -0.2; Diaphorase inh: 59*; TLR4-MyD88 BLA: -1; STAT1 inh: 10; APP transl inh: -26; STAT3 inh: 4; G6PDH counter: 25; STAT1 act: 91

Results for COc1cccc(NC(=O)Cc2c(C(=O)O)[nH]c3ccccc23)c1 ?
STAT3 act: 105; Diaphorase act: 1.1; Hsp70 activator: -0.2; Diaphorase inh: -11; TLR4-MyD88 BLA: -7; STAT1 inh: 0; APP transl inh: -7; STAT3 inh: -1; G6PDH counter: 0; STAT1 act: 100

Results for O=C(Cc1ccc(F)cc1)N/N=C/c1ccc2c(c1)OCO2 ?
STAT3 act: 106; Diaphorase act: 1; Hsp70 activator: 0.5; Diaphorase inh: 2; TLR4-MyD88 BLA: 3; STAT1 inh: -23; APP transl inh: -43; STAT3 inh: -2; G6PDH counter: -3; STAT1 act: 118

Results for Cc1cccc(Cc2nnc(CCC(=O)NCc3cn4ccccc4n3)o2)c1 ?
STAT3 act: 96; Diaphorase act: 0.8; Hsp70 activator: -0.2; Diaphorase inh: 20; TLR4-MyD88 BLA: -3; STAT1 inh: 5; APP transl inh: -14; STAT3 inh: 7; G6PDH counter: 8; STAT1 act: 94

How did O=C(CCSCc1cccc(Cl)c1)NCCc1ccc(Cl)cc1 do in these assays?
STAT3 act: 109; Diaphorase act: 0.7; Hsp70 activator: -0.2; Diaphorase inh: 30; TLR4-MyD88 BLA: -6; STAT1 inh: 10; APP transl inh: 6; STAT3 inh: -11; G6PDH counter: -14; STAT1 act: 91

How did CC(C)C(NC(=O)OCc1ccccc1)C(=O)OCC(=O)NCc1ccco1 (centres undefined) do in these assays?
STAT3 act: 108; Diaphorase act: 0.9; Hsp70 activator: -0.2; Diaphorase inh: 10; TLR4-MyD88 BLA: -3; STAT1 inh: -8; APP transl inh: -9; STAT3 inh: -3; G6PDH counter: -3; STAT1 act: 107

How did O=C(CN1CCC(NC(=O)c2ccccc2F)CC1)Nc1ccc2c(c1)OCCO2 do in these assays?
STAT3 act: 97; Diaphorase act: 0.9; Hsp70 activator: -0.3; Diaphorase inh: 13; TLR4-MyD88 BLA: -6; STAT1 inh: 6; APP transl inh: -5; STAT3 inh: 8; G6PDH counter: 9; STAT1 act: 93

Results for CCCCN(C)Cc1c(C(=O)N2CCc3ccccc3C2)nc2ccc(Cl)cn12 ?
STAT3 act: 106; Diaphorase act: 0.8; Hsp70 activator: 0.0; Diaphorase inh: 17; TLR4-MyD88 BLA: 3; STAT1 inh: -2; APP transl inh: 2; STAT3 inh: -5; G6PDH counter: 4; STAT1 act: 100

What do the screens show for `Cc1n[nH]c(=O)n1-c1ccc(C(C)C)cc1`?
STAT3 act: 103; Diaphorase act: 1.1; Hsp70 activator: 0.0; Diaphorase inh: -6; TLR4-MyD88 BLA: -13; STAT1 inh: 2; APP transl inh: 2; STAT3 inh: -2; G6PDH counter: 4; STAT1 act: 98

How did CC(C)(C)C(=O)CC1(O)C(=O)N(Cc2ccc(Cl)cc2)c2ccccc21 (centres undefined) do in these assays?
STAT3 act: 106; Diaphorase act: 0.9; Hsp70 activator: -0.3; Diaphorase inh: 6; TLR4-MyD88 BLA: 0; STAT1 inh: 6; APP transl inh: 6; STAT3 inh: -3; G6PDH counter: 11; STAT1 act: 94

How did COc1ccc(Cl)cc1N1CCN(CCNC(=O)Nc2ccccc2C)CC1 do in these assays?
STAT3 act: 96; Diaphorase act: 0.9; Hsp70 activator: -0.2; Diaphorase inh: 10; TLR4-MyD88 BLA: 14; STAT1 inh: 2; APP transl inh: -5; STAT3 inh: 7; G6PDH counter: -23; STAT1 act: 96

How did CCOC(=O)Cn1c(-c2nonc2NC(=O)c2ccccc2F)nc2ccccc21 do in these assays?
STAT3 act: 122; Diaphorase act: 0.9; Hsp70 activator: -0.1; Diaphorase inh: 9; TLR4-MyD88 BLA: -12; STAT1 inh: 4; APP transl inh: -5; STAT3 inh: -28; G6PDH counter: -2; STAT1 act: 96

Brought forward from above: two entries; new compounds follow.
How did COc1ccc(Cl)cc1N1CCN(CCNC(=O)Nc2ccccc2C)CC1 do in these assays?
STAT3 act: 96; Diaphorase act: 0.9; Hsp70 activator: -0.2; Diaphorase inh: 10; TLR4-MyD88 BLA: 14; STAT1 inh: 2; APP transl inh: -5; STAT3 inh: 7; G6PDH counter: -23; STAT1 act: 96

How did CCOC(=O)Cn1c(-c2nonc2NC(=O)c2ccccc2F)nc2ccccc21 do in these assays?
STAT3 act: 122; Diaphorase act: 0.9; Hsp70 activator: -0.1; Diaphorase inh: 9; TLR4-MyD88 BLA: -12; STAT1 inh: 4; APP transl inh: -5; STAT3 inh: -28; G6PDH counter: -2; STAT1 act: 96

How did CN(c1ncc(C(F)(F)F)cc1Cl)N1C(=O)c2cccc([N+](=O)[O-])c2C1=O do in these assays?
STAT3 act: 103; Diaphorase act: 0.9; Hsp70 activator: -0.1; Diaphorase inh: 13; TLR4-MyD88 BLA: -1; STAT1 inh: 0; APP transl inh: -2; STAT3 inh: 1; G6PDH counter: 7; STAT1 act: 98

Results for COc1ccc(C(C)=O)cc1CN1C(=O)NC2(CCCCCCC2)C1=O ?
STAT3 act: 102; Diaphorase act: 0.9; Hsp70 activator: 0.1; Diaphorase inh: 8; TLR4-MyD88 BLA: 1; STAT1 inh: 2; APP transl inh: 5; STAT3 inh: -1; G6PDH counter: 11; STAT1 act: 99

Results for Cc1c(NC(=O)C2(c3ccc(Cl)cc3)CCCC2)c(=O)n(-c2ccccc2)n1C ?
STAT3 act: 95; Diaphorase act: 0.8; Hsp70 activator: -0.2; Diaphorase inh: 16; TLR4-MyD88 BLA: 1; STAT1 inh: 2; APP transl inh: -3; STAT3 inh: 7; G6PDH counter: -2; STAT1 act: 99

What do the screens show for `COCCCNCCCCOc1c(Cl)cc(C)cc1Br`?
STAT3 act: 91; Diaphorase act: 1; Hsp70 activator: 0.3; Diaphorase inh: 0; TLR4-MyD88 BLA: -4; STAT1 inh: 3; APP transl inh: 7; STAT3 inh: 21; G6PDH counter: 9; STAT1 act: 97

What do the screens show for `Cc1ccccc1-n1nnnc1-c1ccccc1`?
STAT3 act: 96; Diaphorase act: 0.8; Hsp70 activator: 0.2; Diaphorase inh: 16; TLR4-MyD88 BLA: 9; STAT1 inh: -9; APP transl inh: 3; STAT3 inh: 9; G6PDH counter: 2; STAT1 act: 108

How did Cc1ccc(OCCn2c(=O)sc3ccccc32)cc1 do in these assays?
STAT3 act: 96; Diaphorase act: 0.9; Hsp70 activator: -0.3; Diaphorase inh: 14; TLR4-MyD88 BLA: -11; STAT1 inh: -27; APP transl inh: -58; STAT3 inh: 8; G6PDH counter: 2; STAT1 act: 125

Results for Nc1nc(N)c2nc(-c3ccccc3)c(N)nc2n1 ?
STAT3 act: 97; Diaphorase act: 0.9; Hsp70 activator: -0.1; Diaphorase inh: 13; TLR4-MyD88 BLA: -14; STAT1 inh: -5; APP transl inh: -8; STAT3 inh: 6; G6PDH counter: 11; STAT1 act: 104

Results for O=C(c1cccc(COc2ccc(Cl)cc2Cl)c1)N1CCN(c2ccccn2)CC1 ?
STAT3 act: 92; Diaphorase act: 0.8; Hsp70 activator: 1.0; Diaphorase inh: 20; TLR4-MyD88 BLA: -8; STAT1 inh: -16; APP transl inh: -173; STAT3 inh: 11; G6PDH counter: 12; STAT1 act: 115

What do the screens show for `Cc1ccc(NCc2ccc(O)c3ncccc23)cc1`?
STAT3 act: 100; Diaphorase act: 0.3; Hsp70 activator: -0.2; Diaphorase inh: 70*; TLR4-MyD88 BLA: -11; STAT1 inh: -9; APP transl inh: -7; STAT3 inh: 2; G6PDH counter: 43; STAT1 act: 107

What do the screens show for `O=c1cc(O)n(-c2ccccc2F)c(=S)[nH]1`?
STAT3 act: 104; Diaphorase act: 0.8; Hsp70 activator: -0.1; Diaphorase inh: 25; TLR4-MyD88 BLA: 14; STAT1 inh: -2; APP transl inh: -9; STAT3 inh: -2; G6PDH counter: -2; STAT1 act: 102

This is a random part of the collection, and some 6.1% of all compounds hit somewhere here.
